Screens: PubChem BioAssay, several laboratories
RSV CPE inhibition: RSV antiviral activity via CPE protection, HEp-2 cells, primary 10 µM value included (AID 2391). HEp-2 cells, RSV-induced CPE inhibition; higher % means a stronger effect. CPE inhibition, % at 10 µM; hits with a dose series show IC50 in µM. 0.13% of 310,000 active; in the data active = a potency from the dose series; inconclusive = CPE inhibition mostly from about 23% at the one dose, without a potency; inactive = the rest, 99 in 100 with CPE inhibition below about 21%; note: strong numbers were not always called active
XIAP antagonists: small molecules displacing peptide from XIAP – biochemical, IAP family, fluorescence polarization (AID 1018); XIAP BIR domain, fluorescence polarization peptide displacement; higher % means a stronger effect; displacement, % at 20 µM; hits with a dose series show IC50 in µM; 0.007% of 200,000 active; in the data active = displacement above about 50%; note: a part of the inactive calls stands beside numbers as strong as those of hits
AID2073: disruptors of CaV2.2 binding to Mint1 – biochemical, HTRF (AID 2073); one-dose inhibition, % at 20 µM; IC50 in µM for titrated hits; 0.19% of 290,000 active; HTRF protein-protein interaction, Mint1-CaV2.2; higher % means a stronger effect; in the data active = inhibition mostly above about 51%, no sharp cut-off; inconclusive = no clear call, values can overlap the other calls; inactive = mostly below about 53%; note: some results filed as inactive read as strong as hits
HIV fusion peptide: cell-free HIV fusion peptide-binding blockers – biochemical, uHTS, fluorescence dequenching, primary screen (AID 1986); cell-free peptide binding, fluorescence dequenching, 30 min; higher % means a stronger effect; 0.3% of 290,000 active; inhibition, % at 20 µM, or IC50 in µM where a hit was titrated; in the data active = inhibition mostly above about 52%, no sharp cut-off; inactive = mostly below about 76%; note: some results filed as inactive read as strong as hits
LYP phosphatase: inhibitors of LYP phosphatase, biochemical, fluorescence intensity, uHTS (AID 1779); inhibition, % at 11.5 µM; hits with a dose series show IC50 in µM; recombinant LYP phosphatase, fluorescence intensity; higher % means a stronger effect; 0.054% of 290,000 active; in the data active = inhibition above about 50%;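 note: plate controls were vehicle with enzyme for no effect and no enzyme for full effect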
Large T inhibition: TAg ATPase/helicase activity blockers – biochemical (AID 1903). SV40 large T antigen ATPase/helicase inhibition assay; higher % means a stronger effect. inhibition, % at 20 µM; hits with a dose series show IC50 in µM. 0.39% of 310,000 active; in the data active = a potency from the dose series; inconclusive = inhibition mostly from about 32% at the one dose, without a potency; inactive = the rest, 99 in 100 with inhibition below about 32%; note: strong numbers were not always called active
SIAH1 antagonists: blockers of Siah-1 interaction with plectin peptide – biochemical, fluorescence polarization, rhodamine-plectin, uHTS, primary screen (AID 1817); Siah-1 / rhodamine-plectin peptide fluorescence polarization; higher % means a stronger effect; displacement, % at 20 µM, or IC50 in µM where a hit was titrated; 0.02% of 290,000 active;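 active = displacement of at least 50% at 20 µM, with a fluorescence ratio check between 0.3 and a set limit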;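 note: plate controls were Siah plus tracer with DMSO for no effect and tracer alone without Siah for full effect; strong numbers were not always called active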
Dengue-2 NS5 capping: Dengue-2 NS5 methyltransferase inhibitors, primary screen, biochemical, confirmation dose response (AID 588689); 0.3% of 340,000 active; Dengue-2 NS5 methyltransferase capping enzyme assay, biochemical; higher % means a stronger effect; one-dose inhibition, % at 25 µM; IC50 in µM for titrated hits; in the data active = a potency from the dose series; inconclusive = inhibition above about 29% without an active follow-up result
MgcRacGAP inhibition: MgcRacGAP GTPase-activating activity inhibitors, confirmation, biochemical, ADP Hunter fluorescence. MgcRacGAP-stimulated Rac1 GTP hydrolysis, ADP Hunter fluorescence; higher % means a stronger effect; GST-tagged Rac1 F28L mutant substrate. inhibition, % at 30 µM, or IC50 in µM where a hit was titrated. AID 624330. 0.6% of 340,000 active;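 active = first-screen hits whose inhibition reached a set limit at any dose in the follow-up dose series; inconclusive = inhibition above the set first-screen limit but never retested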;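 note: fluorescence reports GDP produced by GAP-driven GTP hydrolysis; strong numbers were not always called active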
Dengue-2 NS5 capping pilot replicate: recorded beside Dengue-2 NS5 capping, whose call it bears; inhibition, %; measured here: pilot screen replicate inhibition
Starred values were filed as active, the others as inactive; ? = inconclusive; · = not tested or not shown. An unsorted share of the library; overall some 1.7% were active at least once.

SMILES | RSV CPE inhibition | XIAP antagonists | AID2073 | HIV fusion peptide | LYP phosphatase | Large T inhibition | SIAH1 antagonists | Dengue-2 NS5 capping | MgcRacGAP inhibition | others
OCCC1CN(Cc2ccc3cccc(F)c3n2)CCN1Cc1ccccc1 (configuration not stated) | 0.2% | · | 10% | -0.4% | -8% | 11% | 12% | 3% | 7%
COc1cccc(Nc2nnc(SCC3CCCCO3)s2)c1 (configuration not stated) | 9.5% | -4.4% | -4% | -0.2% | -6% | 5% | 3% | -2% | 4%
Cc1cc(OCC(=O)NCCCN2CCCC2=O)c2c(C)c(C)c(=O)oc2c1 | 0.0% | · | 18% | -1.7% | -13% | 15% | -1% | 2% | 14%
O=C(Nc1nccs1)C1CCCN1S(=O)(=O)c1ccc(F)cc1 (configuration not stated) | -0.7% | -4.5% | 5% | -3.2% | -4% | 4% | 0% | · | 16%
COC(=O)/C=C1/S/C(=N/N=C/c2ccc(N(C)C)cc2)NC1=O | 2.8% | -11% | 18% | 1.2% | 0% | 2% | 0% | · | ·
O=C(Nc1ccc(COc2ccccc2)cc1)c1cccc([N+](=O)[O-])c1 | -0.6% | -6.2% | 15% | -3.6% | -7% | -1% | 4% | -16% | 13%
O=C1NC(=S)CN1c1ccccc1 | 1.8% | · | -18% | -0.8% | -7% | 68% | 3% | 28% | 25%
CC(Oc1ccc(C(=O)NC2CCCCC2)cc1)C(=O)O (configuration not stated) | 1.0% | 1.2% | 0% | -0.4% | -9% | -1% | -2% | 1% | 12%
COc1cccc(/C=C/C(=O)NCC2CCCCC2)c1 | 4.2% | · | 13% | 2.5% | 0% | 14% | 4% | -5% | 7%
Cn1c(N)c(S(=O)(=O)NCc2ccccc2)c(=O)n(C)c1=O | 0.6% | · | · | · | · | 6% | · | -1% | 2%
O=C(CCCc1nc2ccccc2s1)Nc1nccs1 | 7.3% | -3.8% | -8% | -2.2% | -2% | 1% | 4% | -3% | 4%
O=C(NCc1cccnc1)c1ccc(-c2cccc(Cl)c2Cl)o1 | ? | -13% | 10% | 0.9% | -5% | · | -1% | -12% | 15%
COc1ccc(CNS(=O)(=O)CCNC(=O)c2ccccc2)cc1 | -1.9% | · | · | · | · | 12% | · | -10% | 5%
Cc1cc(CNC(=O)CC2C(=O)NCCN2CC(C)(C)C)nn1C (configuration not stated) | 0.8% | -4.3% | 10% | 5.0% | -7% | 9% | 3% | 12% | 2%
CCOC(=O)c1cc(C#N)c(N)nc1C | 5.9% | -7.2% | -1% | 3.4% | -1% | 12% | 0% | -9% | 2%
C#CCN(N(C)c1ncc(C(F)(F)F)cc1Cl)S(=O)(=O)c1ccc2ccccc2c1 | 1.7% | -4.6% | 0% | -0.7% | -3% | 21% | 1% | 3% | 6%
Cc1cccc(N2CCN(c3cccc(C)c3)C2c2cccnc2)c1 | 2.1% | -3.6% | 1% | -2.3% | -3% | 6% | -3% | 2% | 3%
O=C(c1ccc2c(c1)OCO2)N(CC1CCCO1)C1(C(=O)NC2CCCCC2)CCCCC1 (configuration not stated) | 10% | -6.7% | -3% | 2.1% | -5% | 11% | -6% | -2% | 3%
Cc1ccccc1OCC(=O)N1N=C(C(F)(F)F)CC1(O)C(C)(C)C (configuration not stated) | 1.3% | 1.6% | 0% | -2.4% | 2% | 4% | -8% | -10% | 13%
Cc1ccn(CC(=O)NC2CC(C)(C)Cc3c2cnn3-c2ccc(F)cc2)n1 (configuration not stated) | 1.5% | · | 1% | 0.4% | -9% | 13% | 1% | -3% | 6%
COc1ccc(-c2cc(-c3ccccc3)nc(-c3ccc4c(c3)NC(=O)CO4)c2)cc1 | 0.5% | -2.4% | 23% | -0.8% | 1% | 11% | 2% | -1% | 1% | Dengue-2 NS5 capping pilot replicate=-2.6
Cc1ccc(-n2c(C)cc(C3=NNC(=NC4CC4)SC3)c2C)cc1C | 16% | -5.5% | -15% | 1.4% | 5% | 19% | -2% | -11% | 5%
Cc1cc(C)c(C(=O)C(C)OC(=O)c2ccccn2)cc1C (configuration not stated) | 2.9% | · | 9% | -1.3% | -14% | 16% | -6% | 1% | 9%
Cc1ccc(OCCCC(=O)NC(C)c2ccccc2)cc1 (configuration not stated) | 0.3% | -3.3% | -1% | 0.6% | -8% | 13% | -1% | 1% | 4%
Nc1c(Cl)ncnc1N1CCOCC1 | 0.7% | -2.0% | 3% | -1.7% | 2% | 11% | 0% | -5% | 9%

In the list so far, these contain two or more sulfur atoms.
SMILES | RSV CPE inhibition | XIAP antagonists | AID2073 | HIV fusion peptide | LYP phosphatase | Large T inhibition | SIAH1 antagonists | Dengue-2 NS5 capping | MgcRacGAP inhibition | others
COc1cccc(Nc2nnc(SCC3CCCCO3)s2)c1 (configuration not stated) | 9.5% | -4.4% | -4% | -0.2% | -6% | 5% | 3% | -2% | 4%
O=C(Nc1nccs1)C1CCCN1S(=O)(=O)c1ccc(F)cc1 (configuration not stated) | -0.7% | -4.5% | 5% | -3.2% | -4% | 4% | 0% | · | 16%
O=C(CCCc1nc2ccccc2s1)Nc1nccs1 | 7.3% | -3.8% | -8% | -2.2% | -2% | 1% | 4% | -3% | 4%

Next part.
SMILES | RSV CPE inhibition | XIAP antagonists | AID2073 | HIV fusion peptide | LYP phosphatase | Large T inhibition | SIAH1 antagonists | Dengue-2 NS5 capping | MgcRacGAP inhibition | others
COc1ccc(NC(=O)Nc2ccc(N(C)C)cc2)cc1 | 3.0% | -2.9% | -20% | -1.5% | -7% | 34% | 0% | -21% | 24µM* | Dengue-2 NS5 capping pilot replicate=-26
Cc1c(C(=O)NCc2ccc(F)cc2)oc2ccc(S(=O)(=O)N3CCOCC3)cc12 | 6.6% | · | -13% | 0.3% | -9% | 24% | 2% | -7% | 1%
Cc1ccc(NC(=O)NCc2ccncc2)cc1Cl | 2.2% | -7.7% | 2% | -1.5% | 0% | 6% | 7% | -9% | 9%
CCOC(=O)C1CCCN(c2nc3ccccc3nc2C(C#N)C(=O)OC(C)C)C1 (configuration not stated) | 11% | -6.3% | 7% | -2.4% | 3% | 17% | 6% | 1% | 0%
COC(=O)c1ccc(Cl)c(NC(=O)CN2CCOCC2)c1 | 6.1% | -6.8% | -7% | -1.3% | -2% | 6% | 3% | 0% | 5%
COc1ccc(Cn2cccc(NC(=O)Nc3ccc(F)cc3)c2=O)cc1 | 1.1% | -8.9% | -5% | -1.0% | -1% | 2% | 7% | 2% | 5%
COc1ccc(OC)c(-n2c(SCC(=O)Nc3cc(C)on3)nnc2-c2c[nH]c3ccccc23)c1 | 5.0% | -2.0% | -3% | 4.1% | -6% | -2% | -3% | -2% | 6%
COc1cc(NC(=O)COC(=O)CO/N=C(\C)c2ccc3c(c2)OCO3)cc(OC)c1OC | -1.0% | · | · | · | · | 7% | · | 3% | -4%
COc1ccc(OC)c(NC(=O)CS(=O)(=O)c2ccccc2)c1 | 0.6% | -3.4% | -5% | -0.8% | -15% | 10% | -3% | -12% | 0%
O=S(=O)(CC(O)CS(=O)(=O)c1ccc(Cl)cc1)c1ccccc1 (configuration not stated) | 0.7% | · | -4% | -1.0% | -10% | 10% | 10% | -6% | 4%
CC1CC(C)CN(S(=O)(=O)c2ccc3c(c2)n(C)c(=O)c(=O)n3C)C1 (configuration not stated) | -0.1% | · | 6% | -0.6% | 1% | 7% | 8% | -7% | 2%
COCCCNC(=S)N1CCN(c2nc3ccccc3s2)CC1 | ? | -2.7% | 7% | 0.8% | -2% | 10% | 2% | -2% | 4%
CC(=O)Nc1ccc(N2C(=O)CC(N3CCSCC3)C2=O)cc1 (configuration not stated) | -0.6% | 0.6% | 7% | 0.6% | -11% | -1% | 5% | 5% | 0%
CN(CC(=O)NC1CCCCC1)S(=O)(=O)c1ccc2c(c1)c(=O)n(C)c(=O)n2C | 0.9% | · | 7% | -0.8% | -11% | 5% | -3% | 1% | 5%
CCn1c(SCC(=O)Nc2nncs2)nnc1C(C)NC(=O)c1ccccc1Br (configuration not stated) | 1.1% | · | -5% | 2.3% | -10% | -2% | -2% | -3% | 3%
Cc1ccccc1NC(=O)CN1C(=O)S/C(=C/c2cccnc2)C1=O | 1.7% | · | -17% | -2.2% | 1% | 5% | -5% | -7% | -21%
CSc1nncc(/C(C)=N/O)n1 | 0.7% | -13% | 4% | 1.0% | -1% | 3% | 3% | -8% | 4%
O=c1c2c(-c3cccs3)csc2ncn1-c1ccccc1 | -1.1% | -3.3% | 8% | -0.8% | 7% | 12% | 1% | -5% | 7%
COC(=O)C1=C(C(=O)OC)[C@@H]2N(C)c3ccc(OC)cc3[C@@]23C[C@@H](C(=O)OC)N(C(=O)NC2CCCCC2)C3=N1 | -1.8% | · | · | · | · | 10% | · | 1% | 7%
COc1ccc(NC(=O)c2cc(-c3ccccc3)oc2C)cc1 | 8.6% | -7.2% | 2% | -1.3% | -4% | 16% | 3% | 0% | 8%
CCC(C)C(=O)Nc1nc(C)c(-c2csc(Nc3ccccc3OC)n2)s1 (configuration not stated) | 7.4% | -0.2% | 7% | 2.7% | 0% | 19% | 2% | -6% | 5%

An excerpt from above in order of number of heavy atoms, rising.
SMILES | RSV CPE inhibition | XIAP antagonists | AID2073 | HIV fusion peptide | LYP phosphatase | Large T inhibition | SIAH1 antagonists | Dengue-2 NS5 capping | MgcRacGAP inhibition | others
CSc1nncc(/C(C)=N/O)n1 | 0.7% | -13% | 4% | 1.0% | -1% | 3% | 3% | -8% | 4%
O=c1c2c(-c3cccs3)csc2ncn1-c1ccccc1 | -1.1% | -3.3% | 8% | -0.8% | 7% | 12% | 1% | -5% | 7%
CC(=O)Nc1ccc(N2C(=O)CC(N3CCSCC3)C2=O)cc1 (configuration not stated) | -0.6% | 0.6% | 7% | 0.6% | -11% | -1% | 5% | 5% | 0%
COc1cc(NC(=O)COC(=O)CO/N=C(\C)c2ccc3c(c2)OCO3)cc(OC)c1OC | -1.0% | · | · | · | · | 7% | · | 3% | -4%
COc1ccc(OC)c(-n2c(SCC(=O)Nc3cc(C)on3)nnc2-c2c[nH]c3ccccc23)c1 | 5.0% | -2.0% | -3% | 4.1% | -6% | -2% | -3% | -2% | 6%
COC(=O)C1=C(C(=O)OC)[C@@H]2N(C)c3ccc(OC)cc3[C@@]23C[C@@H](C(=O)OC)N(C(=O)NC2CCCCC2)C3=N1 | -1.8% | · | · | · | · | 10% | · | 1% | 7%
